Screening data: PubChem, Broad Institute
mut p53 react: restores mutant p53 pathway signaling in SW480 cells; AID 624151; SW480 PUMA-promoter luciferase, p53 mutant reactivation; activation, % at 9.98 µM; 1.5% of 28,000 active; in the data active = activation above about 52%
STK33 inh: inhibitors of human STK33 kinase; Q9BYT3; ADP-Glo luminescence, MBP substrate; inhibition, % at 12.5 µM; 0.44% of 27,000 active; in the data active = inhibition above about 20%
Target sequence (Q9BYT3 whole entry, looked up): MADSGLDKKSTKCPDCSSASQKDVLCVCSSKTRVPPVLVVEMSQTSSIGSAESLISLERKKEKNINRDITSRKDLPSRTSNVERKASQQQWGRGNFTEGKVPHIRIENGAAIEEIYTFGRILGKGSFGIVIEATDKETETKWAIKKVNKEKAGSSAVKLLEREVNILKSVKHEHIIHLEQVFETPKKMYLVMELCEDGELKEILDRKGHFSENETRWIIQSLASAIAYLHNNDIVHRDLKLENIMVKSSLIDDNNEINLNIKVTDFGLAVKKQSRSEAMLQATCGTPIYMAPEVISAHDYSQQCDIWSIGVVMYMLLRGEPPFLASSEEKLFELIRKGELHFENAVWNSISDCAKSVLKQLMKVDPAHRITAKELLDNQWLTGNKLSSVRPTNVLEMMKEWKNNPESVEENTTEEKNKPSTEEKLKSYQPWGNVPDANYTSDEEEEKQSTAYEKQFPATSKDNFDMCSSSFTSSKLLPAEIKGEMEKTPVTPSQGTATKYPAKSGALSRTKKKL
Active calls of the source: *; / = no result given. These rows are one share of the data; the hit share may differ from the screen's.

SMILES	mut p53 react	STK33 inh
C[C@@H]1CN([C@H](C)CO)C(=O)c2cc(NS(=O)(=O)c3ccccc3)ccc2O[C@@H](C)CCCCO[C@@H]1CN(C)Cc1ccccc1	-18.9	/
COc1ccc(C(=O)NCc2c(C)oc(C)c2C(=O)O)cc1	-6.4	-2.2
C[C@H]1CN([C@@H](C)CO)C(=O)c2cccc(NC(=O)Nc3cccc4ccccc34)c2O[C@@H]1CN(C)S(=O)(=O)c1cn(C)cn1	-5.5	/
C[C@@H]1CN([C@H](C)CO)C(=O)c2cccc(NC(=O)Nc3ccc4c(c3)OCO4)c2O[C@H]1CN(C)C	60.0*	/
COC(=O)c1c(NC(=S)Nc2ccc([N+](=O)[O-])cc2OC)sc(C)c1C	0.1	1.2
COc1ccc(NC(=O)N(C)C[C@@H]2Oc3ccc(NS(=O)(=O)c4cn(C)cn4)cc3C(=O)N([C@H](C)CO)C[C@@H]2C)cc1	-6.8	-0.7
CC(C)NC(=O)N(C)C[C@H]1OCCCC[C@H](C)Oc2ccc(NC(=O)Nc3ccc(C(F)(F)F)cc3)cc2C(=O)N([C@@H](C)CO)C[C@H]1C	-18.9	/
Cc1c(C2CCN(CCc3ccccc3)CC2)noc1-c1ccc(Cl)cc1	/	2.6
C[C@H](CO)N1C[C@H](C)[C@@H](CN(C)Cc2ccc3c(c2)OCO3)Oc2c(NC(=O)Nc3ccc4c(c3)OCO4)cccc2C1=O	35.9	/
Cc1nn(C)c(C)c1CNC(=O)c1cc(-c2ccccc2Cl)nc2c(C)cccc12	0.0	-3.9
CC(C)NC(=O)N(C)C[C@H]1Oc2ccc(NC(=O)CCN3CCOCC3)cc2CC(=O)N([C@H](C)CO)C[C@H]1C	8.3	-1.4
CC(C)NC(=O)N(C)C[C@H]1OCCCC[C@H](C)Oc2ccc(NS(C)(=O)=O)cc2C(=O)N([C@H](C)CO)C[C@@H]1C	2.0	/
CC(C)CC#Cc1ccc2c(c1)O[C@@H](CN(C)C(=O)c1cccnc1)[C@H](C)CN([C@@H](C)CO)S2(=O)=O	8.3	/
Cc1ccc(N(C(C)C(=O)Nc2ccc(F)c(Cl)c2)S(C)(=O)=O)cc1C (configuration not stated)	19.7	-3.3
CCOC(=O)c1c(-c2ccccc2)csc1NC(=O)c1cccc(OC(C)=O)c1	29.9	4.3
CC1=CCC2C(C)(C)CCC[C@]2(C)[C@@]12CC[C@](C)(CC(=O)O)O2 (some centres not stated)	5.5	/
O=C(COc1ccc2ccccc2c1Br)Nc1ncn[nH]1	4.3	-0.7
C[C@@H]1CN([C@H](C)CO)C(=O)c2cccc(NS(=O)(=O)c3cccs3)c2O[C@@H]1CN(C)C(=O)Nc1cccc2ccccc12	-9.4	/
C[C@@H]1CN([C@@H](C)CO)C(=O)c2cc(-c3cccc(C(=O)N(C)C)c3)cnc2O[C@@H]1CN(C)S(=O)(=O)c1ccc(F)cc1	4.2	/
COC(=O)C1=C(Nc2ccc(OC(=O)c3cccc(C(F)(F)F)c3)cc2)CSC1	/	-3.0
Cc1cc(I)ccc1NC(=O)CN(c1ccc(F)c(Cl)c1)S(C)(=O)=O	-8.1	1.2
C[C@@H]1CN([C@H](C)CO)C(=O)c2cccc(NS(=O)(=O)c3cccs3)c2O[C@H]1CN(C)Cc1ccc(C(=O)O)cc1	1.6	/
Cc1ccc(S(=O)(=O)NN2C(=O)S/C(=C/c3ccccc3)C2=S)cc1	4.9	/
Cc1sc2ncn(CC(=O)Nc3cc(C(F)(F)F)ccc3Cl)c(=O)c2c1-c1ccccc1	-14.6	-2.3
CS(=O)(=O)N(CC(=O)Nc1ccc(F)cc1)c1cccc2ccccc12	4.0	-0.6
CN(C)c1nc(N)c(C(=O)Nc2cccnc2)nc1Cl	18.2	/
Cn1cnnc1SCC(=O)c1ccc2c(c1)OCCO2	-13.7	-1.7
C[C@H]1CN([C@@H](C)CO)S(=O)(=O)c2ccc(C3=CCCCC3)cc2O[C@@H]1CN(C)C(=O)Nc1ccc2c(c1)OCO2	-31.7	/
COC(=O)C1=CC(C(=O)c2ccccc2)=NN(c2ccccc2)C1C(=O)OC (configuration not stated)	-3.4	/
Cc1ccc(S(=O)(=O)N(C)C[C@@H]2Oc3ccc(NC(=O)Cn4cnnn4)cc3C(=O)N([C@H](C)CO)C[C@@H]2C)cc1	/	0.7
C[C@H]1CN([C@@H](C)CO)C(=O)c2cc(NC(=O)Cc3cn(C)c4ccccc34)ccc2O[C@@H]1CN(C)Cc1ccc(C(=O)O)cc1	/	0.0
CCn1c(SCC(=O)Nc2cccc(F)c2)nnc1-c1cc2cc(Br)ccc2o1	33.5	7.2
COc1ccc(OCC(=O)Nc2cc(-c3nnc(OC)c4ccccc34)ccc2N2CCCCC2)cc1	-15.7	3.5
CC(=O)c1ccc(NC(=O)CSc2n[nH]c(-c3ccncc3)n2)cc1	3.1	0.9
Cc1ccc(S(=O)(=O)N(CC(=O)O)CC(=O)O)cc1	-2.9	-0.3
Cc1ccc(-c2nc3c(c(SCC(=O)Nc4cccc(C(F)(F)F)c4)n2)COC(C)(C)C3)cc1	-6.9	-1.0
COc1cccc(NC(=O)N(C)C[C@@H]2OCc3cnnn3CCCC(=O)N([C@@H](C)CO)C[C@H]2C)c1	/	-2.0
C[C@@H]1CCCCO[C@H](CN(C)C(=O)Nc2ccccc2)[C@H](C)CN([C@H](C)CO)C(=O)c2cc(NC(=O)CCCN(C)C)ccc2O1	2.4	/
C[C@H](CO)N1C[C@H](C)[C@H](CN(C)Cc2ccc(-c3ccccc3)cc2)Oc2ccc(NC(=O)CCN3CCOCC3)cc2CC1=O	-3.5	-3.1
C[C@@H]1CN([C@@H](C)CO)C(=O)c2cccc(NC(=O)Nc3cccc4ccccc34)c2O[C@H]1CN(C)S(=O)(=O)c1cn(C)cn1	-11.8	/
CC(=O)Nc1cccc(NC(=O)c2cc(-c3ccccn3)nc3ccc(Cl)cc23)c1	-30.6	2.6
C[C@H]1CN([C@@H](C)CO)C(=O)Cc2cc(N(C)C)ccc2O[C@H]1CN(C)Cc1ccc(C(=O)O)cc1	/	-1.9
C[C@H]1CN([C@@H](C)CO)C(=O)c2cccc(NC(=O)c3cnccn3)c2O[C@@H]1CN(C)S(=O)(=O)c1cn(C)cn1	8.2	1.5
COc1ccc(S(=O)(=O)Nc2ccc3c(c2)C(=O)N([C@H](C)CO)C[C@H](C)[C@@H](CN(C)S(=O)(=O)c2cn(C)cn2)O3)cc1	0.1	/
C[C@H]1CCCCO[C@H](CN(C)C(=O)c2ccncc2)[C@@H](C)CN([C@@H](C)CO)C(=O)c2cc(NS(C)(=O)=O)ccc2O1	17.1	/
C[C@H]1CN([C@@H](C)CO)S(=O)(=O)c2ccc(C3=CCCCC3)cc2O[C@@H]1CN(C)C(=O)C1CCC1	-14.8	/
CC(C)(C)c1csc(-c2sccc2CS(=O)(=O)c2ccc(Cl)cc2)n1	-2.4	/
Cc1ccc(S(=O)(=O)N2CCN(CC(O)COc3ccc4ccccc4c3)CC2)cc1 (configuration not stated)	9.1	0.3
CCCC#Cc1ccc2c(c1)O[C@H](CN(C)C(=O)c1cccnc1)[C@@H](C)CN([C@H](C)CO)S2(=O)=O	1.0	/
C[C@@H]1CCCCO[C@H](CN(C)C(=O)Nc2ccc3c(c2)OCO3)[C@@H](C)CN([C@@H](C)CO)C(=O)c2cc(NS(C)(=O)=O)ccc2O1	8.2	/
C[C@H](CO)N1C[C@H](C)[C@H](CN(C)Cc2ccccc2)OCCCC[C@H](C)Oc2ccc(N(C)C)cc2C1=O	4.4	/
C[C@H]1CCCCO[C@@H](CN(C)C(=O)C2CCCCC2)[C@@H](C)CN([C@@H](C)CO)C(=O)c2cc(NS(C)(=O)=O)ccc2O1	-0.8	/
[N-]=[N+]=NCc1ccccc1C[C@]1(C(=O)NCC(O)CO)N=C(c2ccc(OCCCO)cc2)O[C@H]1c1ccccc1 (some centres not stated)	/	-4.7
O=C1CSC(=NC2CC2)N1Cc1cccs1	/	0.5
COc1ccc(NC(=O)CSc2nnc(-c3ccc(Br)cc3)n2C)cc1	2.9	-2.1
COc1ccc(OC)c(-n2c(CN3CCC(C(N)=O)CC3)nc3ccccc3c2=O)c1	6.8	-0.4
C[C@H]1CN([C@@H](C)CO)C(=O)CCCn2cc(nn2)CO[C@@H]1CN(C)S(=O)(=O)c1cn(C)cn1	-0.1	4.4
C[C@@H]1CN([C@H](C)CO)C(=O)CCCn2cc(nn2)CO[C@@H]1CN(C)C	1.9	-3.5
C[C@H](CO)N1C[C@H](C)[C@H](CN(C)S(C)(=O)=O)Oc2ccc(NS(=O)(=O)c3cn(C)cn3)cc2CC1=O	/	-0.2
C[C@@H]1CN([C@@H](C)CO)S(=O)(=O)c2ccc(-c3ccccc3)cc2O[C@H]1CN(C)CC1CCCC1	-38.3	/

Sorted by molar mass (rising): some entries from above.
SMILES	mut p53 react	STK33 inh
O=C1CSC(=NC2CC2)N1Cc1cccs1	/	0.5
C[C@@H]1CN([C@H](C)CO)C(=O)CCCn2cc(nn2)CO[C@@H]1CN(C)C	1.9	-3.5
COc1ccc(OC)c(-n2c(CN3CCC(C(N)=O)CC3)nc3ccccc3c2=O)c1	6.8	-0.4
C[C@@H]1CN([C@@H](C)CO)S(=O)(=O)c2ccc(-c3ccccc3)cc2O[C@H]1CN(C)CC1CCCC1	-38.3	/
C[C@H]1CCCCO[C@@H](CN(C)C(=O)C2CCCCC2)[C@@H](C)CN([C@@H](C)CO)C(=O)c2cc(NS(C)(=O)=O)ccc2O1	-0.8	/

Reprinted at random: two entries already listed
SMILES	mut p53 react	STK33 inh
Cc1ccc(S(=O)(=O)N2CCN(CC(O)COc3ccc4ccccc4c3)CC2)cc1 (configuration not stated)	9.1	0.3
Cc1ccc(-c2nc3c(c(SCC(=O)Nc4cccc(C(F)(F)F)c4)n2)COC(C)(C)C3)cc1	-6.9	-1.0

(more compounds)
SMILES	mut p53 react	STK33 inh
Cc1nnc(SCC(=O)Nc2ccc(Oc3ccccc3)cc2)[nH]c1=O	5.9	-4.0
Cc1noc(C)c1NC(=O)Nc1ccc2c(c1)CC(=O)N([C@H](C)CO)C[C@@H](C)[C@@H](CN(C)C(=O)Nc1ccc3c(c1)OCO3)O2	/	0.9
Cc1ccc(S(=O)(=O)Nc2ccc3c(c2)CC(=O)N([C@H](C)CO)C[C@H](C)[C@H](CN(C)Cc2ccc(C(F)(F)F)cc2)O3)cc1	/	2.6
Cn1c(SCC(=O)N2c3ccccc3Sc3ccccc32)nnc1-c1ccco1	-15.5	-1.0
C=CCNC(=O)[C@@H]1[C@H]2C(=O)O[C@H](c3ccccc3)[C@H](c3ccccc3)N2[C@H](c2ccc(OCCO)cc2)[C@@]12C(=O)Nc1ccc(C#Cc3ccc(OC)cc3)cc12	/	15.4
CC(C)(C)c1ccc(S(=O)(=O)N2CCC(O)(c3ccc(Cl)cc3)CC2)cc1	-11.4	/
C[C@@H]1CN([C@H](C)CO)C(=O)Cc2cc(NC(=O)Cc3ccccc3)ccc2O[C@H]1CN(C)Cc1ccc2c(c1)OCO2	/	-1.3
C[C@@H]1CN([C@@H](C)CO)C(=O)Cc2cc(NS(=O)(=O)c3ccccc3)ccc2O[C@@H]1CN(C)S(=O)(=O)c1ccc(F)cc1	-2.0	2.5
COc1c(O[C@@H]2O[C@H](C(=O)O)[C@@H](O)[C@H](O)[C@H]2O)cc2oc(-c3ccc(O)cc3)cc(=O)c2c1O	6.7	-2.2
CCOC(=O)c1c(NC(=S)NC(=O)c2ccc(OC)c([N+](=O)[O-])c2)sc2c1CCC2	-4.0	-2.2
O=C(CN1CCc2ccccc2C1)Nc1ccc(S(=O)(=O)N2CCOCC2)cc1	-9.2	-1.8
C[C@H](CO)N1C[C@H](C)[C@H](CN(C)S(=O)(=O)c2cccs2)Oc2ncc(/C=C/c3ccccc3)cc2C1=O	/	0.4
C[C@H](CO)N1C[C@H](C)[C@H](CN(C)C(=O)Nc2ccc(C(F)(F)F)cc2)Oc2c(NS(=O)(=O)c3ccc(Cl)cc3)cccc2C1=O	-17.1	/
C[C@H](CO)N1C[C@H](C)[C@H](CN(C)S(=O)(=O)c2ccc(Cl)cc2)Oc2ccc(NC(=O)Nc3ccc(F)cc3)cc2C1=O	/	1.2
Cc1cc(Br)ccc1NC(=O)CSc1nnc(-c2ccccc2O)n1-c1ccccc1	-5.8	1.1
C[C@@H]1CCCCO[C@@H](CN(C)C(=O)CCC(F)(F)F)[C@@H](C)CN([C@@H](C)CO)C(=O)c2cc(NS(=O)(=O)c3cn(C)cn3)ccc2O1	5.2	/
O=C(CSc1nnnn1-c1ccccc1)Nc1nsc(-c2ccccc2)n1	-9.2	1.2
COc1cc(NC(=O)C(C)Oc2ccccc2)c(Cl)cc1NC(=O)c1ccc(Cl)cc1 (configuration not stated)	-25.0	-3.1
Cc1ccc(S(=O)(=O)c2c(C)nn(C(C)(C)C)c2OC(=O)c2ccccc2Br)cc1	-20.0	1.6
C[C@@H]1CN([C@@H](C)CO)C(=O)c2cc(NC(=O)CCCN(C)C)ccc2O[C@@H](C)CCCCO[C@@H]1CN(C)C(=O)Nc1ccccc1	-4.3	/
C[C@@H]1CN([C@H](C)CO)C(=O)c2cc(NC(=O)CCCN(C)C)ccc2O[C@H]1CN(C)Cc1ccc(C(=O)O)cc1	-4.6	/
COc1ccc(C(C)C)cc1S(=O)(=O)Nc1ccccn1	6.8	-0.5
Cc1ccc(S(=O)(=O)N(C)C[C@@H]2OCCCC[C@H](C)Oc3ccc(NC(=O)Nc4ccc5c(c4)OCO5)cc3C(=O)N([C@H](C)CO)C[C@H]2C)cc1	-13.7	/
CC(=O)c1cccc(NC(=O)Cc2ccccc2[N+](=O)[O-])c1	13.3	-2.8

Looked up above:
Entry for C[C@H](CO)N1C[C@H](C)[C@H](CN(C)S(=O)(=O)c2ccc(Cl)cc2)Oc2ccc(NC(=O)Nc3ccc(F)cc3)cc2C1=O in STK33 inh: 1.2
Entry for CC(=O)c1cccc(NC(=O)Cc2ccccc2[N+](=O)[O-])c1 in STK33 inh: -2.8
